Cycloheximide cs: counter-screen hit for Shiga toxin inhibitors, cycloheximide. cell reporter, cycloheximide protein synthesis inhibition counterscreen. max response, %. actives 12% (n = 300,000); in the data active = max response mostly above about 13%, no sharp cut-off; inactive = mostly below about 14%; also: read at 38.3 µM for the half of the compounds with a filed dose; 0% is about no effect
Pf growth 96h: inhibits malaria parasite growth, 96 h. P. falciparum luciferase reporter growth, 96 h. Potency, µM (top dose mostly 28.7 µM), without a hit: at the top dose activity change, negative = inhibition, actives largely listed as inhibitors. actives 6.9% (n = 320,000). AID 504834; also: potency is read from the fitted curve at half-maximal effect; % is scaled to controls: 0 for no effect and ±100 for the full control effect
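Erythrocytes infected with luciferase-expressing P. falciparum were dispensed at 2% hematocrit and 0.05% parasitemia (final), then incubated with compounds 96 hours at 37 C in 5% CO2. Luminescence after detection reagent addition reported growth.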
HCV inhibitor: inhibitors of hepatitis C virus infection. Huh7.5.1 HCVcc-Cre infection, luciferase reporter, 44 h. Potency, µM (top dose mostly 41.8 µM), inactives show top-dose activity change, negative = inhibition, most hits filed as inhibitors. actives 3.4% (n = 340,000). AID 651820; also: potency is read from the fitted curve at half-maximal effect; % is scaled to controls: 0 for no effect and ±100 for the full control effect
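1,000 cells/well; 4 h culture; + compound; + HCVcc-Cre (~0.5 moi); 44 h; luciferase substrate, RT 15 min; read 15 sec.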
Shiga toxin inh: blocks Shiga toxin action in Vero cells | actives 9.2% (n = 290,000) | inhibition, % at 38.7 µM | Vero cells, Shiga toxin protein synthesis inhibition reporter; in the data active = inhibition mostly above about 28%, no sharp cut-off; inactive = mostly below about 43%; also: 0% is about no effect
Giardia FBPA inh: blocks Giardia fructose-bisphosphate aldolase activity. purified Giardia FBPA. Potency, µM (titrated, usually from 59.6 µM), for the others: at the top dose activity, negative = inhibition, usual class: inhibitors. actives 0.71% (n = 290,000). AID 2451; also: potency is read from the fitted curve at half-maximal effect; % is scaled to controls: 0 for no effect and ±100 for the full control effect; nearly all actives have a fitted effect of over 55% in size
Target sequence (A8B2U2 whole entry, looked up): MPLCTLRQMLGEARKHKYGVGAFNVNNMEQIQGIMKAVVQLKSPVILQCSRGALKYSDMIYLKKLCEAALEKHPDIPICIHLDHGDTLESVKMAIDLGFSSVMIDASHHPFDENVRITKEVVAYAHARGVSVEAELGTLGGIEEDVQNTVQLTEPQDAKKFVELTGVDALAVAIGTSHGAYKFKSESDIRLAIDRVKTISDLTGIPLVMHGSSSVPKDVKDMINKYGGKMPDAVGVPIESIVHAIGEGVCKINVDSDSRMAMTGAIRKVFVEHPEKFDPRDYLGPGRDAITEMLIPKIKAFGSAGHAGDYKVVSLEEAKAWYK
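40 nM FBPA preincubated 10 min at RT with compound (up to 57.5 uM final), then substrate plus GAPDH/TPI/NAD/arsenate coupling and diaphorase/resazurin added. Fluorescence read after 20 min at RT, 525/598 nm.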
Pf growth 48h: inhibits P. falciparum growth in the first generation, 48 h | P. falciparum luciferase growth in erythrocytes, 48 h | Potency, µM (series often up to 28.7 µM), for inactives: at the top dose activity change, negative = inhibition, most hits filed as inhibitors | actives 5.9% (n = 310,000); also: potency is read from the fitted curve at half-maximal effect; % is scaled to controls: 0 for no effect and ±100 for the full control effect
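In quantitative HTS format, infected erythrocytes bearing luciferase-reporter parasites were treated for a single generation at 37 C. Luminescence after adding detection reagent served as the growth measure.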
* marks the source's active call; other numbers are inactive results; ? = inconclusive; . = no result given; & = joins results of further samples; [ ] = another dose, or the depositor's remark. Unless noted, calls follow the shape of the dose curve; as a rule, active = well fitted curve in the direction sought with a large enough effect; inconclusive = small, poorly fitted or top-dose-only effect, or another doubt; inactive = no such curve, though single readings can be large; an effect the other way counts as inactive or inconclusive.

No.	mol	Cycloheximide cs	Pf growth 96h	HCV inhibitor	Shiga toxin inh	Giardia FBPA inh	Pf growth 48h
1	O=C(C1=C[C@@H](C2CCCCC2)C[C@@H](OCCCCO)O1)N1CCN(Cc2ccccc2)CC1	-2.2	?	4.4%	17.3	-3.1%	?
2	O=C(Nc1ccc(S(=O)(=O)Nc2ccccn2)cc1)c1cccc(Br)c1	0.5	?	.	-17.7	.	-8.8%
3	O=C(/C=C/c1ccccc1)c1ccoc1	40.4*	-7.2%	3.3%	26.0	8.2%	-15.5%
4	CCOc1ccc(S(=O)(=O)N2CCC(C(=O)NCC(=O)Nc3cccc(Cl)c3C)CC2)cc1	.	?	5.4%	.	.	-14.0%
5	Cc1ccccc1N1C(=O)CC1(C#N)c1ccc(OCc2ccccc2)cc1 (configuration not stated)	0.7	?	-28.9%	10.2	-13.6%	?
6	CCN1CCN(Cc2ccc(NC(=O)c3ccc(C)c(NC(=O)c4cccc(-c5cn[nH]c(=O)c5)c4)c3)cc2C(F)(F)F)CC1	-0.9	1.47µM*	?	-1.3	17.0%	1.65µM*
7	CCCC(c1nnnn1CCOC)N1CCN(C(=O)c2ccco2)CC1 (configuration not stated)	-4.0	-6.2%	6.6%	22.5	-13.1%	5.7%
8	CC(NS(=O)(=O)c1ccc(Cl)cc1)C(=O)NCc1ccco1 (configuration not stated)	8.0	9.1%	9.0%	-4.0	-1.5%	.
9	Nc1ccccc1SC1CC(=O)N(c2ccc(Cl)c(Cl)c2)C1=O (configuration not stated)	-2.0	86.0%[activator]	?	-9.8	-2.1%	39.7%[activator]
10	CN1CCN(C(=O)c2cc(C(C)(C)C)cc(C(C)(C)C)c2)CC1	-3.8	40.0%[activator]	-17.0%	11.1	-5.2%	-19.4%
11	O=C(CC1C(=O)NCCN1CCCc1ccccc1)NCCc1ccccc1F (configuration not stated)	13.8	33.5%[activator]	3.0%	29.3	-14.5%	-16.4%
12	CCn1c(=N)n(CC(=O)C23CC4CC(CC(C4)C2)C3)c2ccccc21	-2.5	.	-16.1%&18.9%	-0.7	-2.1%	?

Entries of single compounds, looked up by structure. Order of values: Cycloheximide cs, Pf growth 96h, HCV inhibitor, Shiga toxin inh, Giardia FBPA inh, Pf growth 48h
`O=C(Nc1ccc(S(=O)(=O)Nc2ccccn2)cc1)c1cccc(Br)c1` is listed with 0.5, ?, ., -17.7, ., -8.8%
`O=C(CC1C(=O)NCCN1CCCc1ccccc1)NCCc1ccccc1F` (configuration not stated) is listed with 13.8, 33.5%[activator], 3.0%, 29.3, -14.5%, -16.4%
`Cc1ccccc1N1C(=O)CC1(C#N)c1ccc(OCc2ccccc2)cc1` (configuration not stated) is listed with 0.7, ?, -28.9%, 10.2, -13.6%, ?
`CN1CCN(C(=O)c2cc(C(C)(C)C)cc(C(C)(C)C)c2)CC1` is listed with -3.8, 40.0%[activator], -17.0%, 11.1, -5.2%, -19.4%

More records follow:
No.	mol	Cycloheximide cs	Pf growth 96h	HCV inhibitor	Shiga toxin inh	Giardia FBPA inh	Pf growth 48h
13	Cc1ccc(CCNC(=O)C2CCCN(c3nc4ccccc4o3)C2)cc1 (configuration not stated)	-2.2	?	-25.6%	-35.9	6.2%	19.1%
14	O=C(CSc1nccc(=O)[nH]1)NCc1ccco1	-2.5	13.3%	5.8%	5.0	-1.7%	21.3%
15	COc1ccc2nc(NC(=O)c3ccc(NC(=O)C4CCCO4)cc3)sc2c1 (configuration not stated)	18.6*	14.0%	?	16.5	2.4%	?
16	Cc1ccc(C(=O)NNC(=S)NC(=O)c2ccc(Cl)cc2)cc1	-1.1	?	-58.8%	13.6	?	12.6%
17	NNC(=O)c1sccc1OCc1ccc(Cl)cc1	4.4	?	6.1%	-6.8	0.3%	0.0%
18	O=C(COC(=O)CCCOc1ccc(Cl)cc1Cl)Nc1cccc(Cl)c1	-2.1	6.2%	23.4%	-2.3	2.5%	12.6%
19	CCN(CC)S(=O)(=O)c1cc(C(=O)Nc2cc(C)[nH]n2)ccc1Cl	66.5*	67.7%[activator]	?	117.5*	11.8%	.
20	COc1ccc(/C(C)=N/NC(=O)CNC(=O)/C=C\c2ccccc2OC)c(OC)c1	14.0*	-13.2%	7.7%	31.4*	1.3%	?
21	Cc1ccc(C2(C)NC(=O)N(CC(=O)NCc3cccc(Cl)c3)C2=O)cc1 (configuration not stated)	-6.4	-2.9%	1.7%	-19.5	-10.4%	?
22	COc1ccc(OC)c(S(=O)(=O)N/N=C\c2c[nH]c3ccccc23)c1	6.8	-15.9%	11.2µM*	14.6	-10.4%	3.2%
23	CCOC(=O)N1CCN(S(=O)(=O)c2cc(Br)cnc2N)CC1	-2.3	?	12.4%	-7.3	0.9%	-9.4%
24	CC(C[N+](C)(C)C)OC(=O)C1(c2ccccc2)CCCC1 (configuration not stated)	3.2	?	7.2%	-11.4	-1.0%	10.4µM*
25	O=C(c1ccc(Cl)cc1Cl)N1CCN(c2ccccn2)CC1	-2.1	-13.8%	-5.0%	-10.9	-1.4%	9.4%
26	O=C(COC(=O)c1ccccc1Cc1ccccc1)NC1CCS(=O)(=O)C1 (configuration not stated)	-0.9	0.5%	-11.3%	1.4	.	3.5%
27	CCc1nc(SCC(=O)Nc2ccccc2OC)c2c(C)c(C)sc2n1	-2.1	8.4%	?	20.5	-1.1%	13.1µM*
28	C=CCNC(=S)NNC(=O)c1cccn(Cc2ccc(Cl)c(Cl)c2)c1=O	-2.0	29.1%	?	16.0	-2.9%	-4.7%
29	CN1CCN(c2ccc([N+](=O)[O-])c(SCCO)c2)CC1	-1.5	-22.9%	-18.0%	-28.5	-3.6%	-1.9%
30	Cc1nccc(-c2cccc(NC(=O)c3ccccc3Cl)c2)n1	-1.8	-27.9%	-17.5%	-3.5	3.0%	?
31	Cc1sc(NC(=O)CSc2nc(N)cc(N)n2)c(C#N)c1C	-0.7	-20.7%	?	-5.3	-0.5%	-3.0%
32	CC12CC(NC(=O)N1c1cccc(C(=O)Nc3ncn[nH]3)c1)c1ccccc1O2 (configuration not stated)	1.4	24.2%	9.1%	31.1	-6.8%	8.0%
33	N#CC(Cc1cccc(CC(C#N)(c2ccccc2)c2ccccc2)c1)(c1ccccc1)c1ccccc1	1.1	0.828µM*	-29.6%	4.8	4.5%	1.17µM*
34	COc1ccc(-c2[nH]ncc2/C=C(/C#N)C(=O)NC2CCCCC2)cc1	6.1	7.38µM*	12.6µM*	-6.2	0.7%	.
35	O=S(=O)(Nc1ncnc2sc3c(c12)CCC3)c1cc(F)ccc1F	-1.7	12.3%	9.2%	-9.8	21.3%	34.1%[activator]
36	COc1cc2nc(SCc3c(C)noc3C)n(CCC3=CCCCC3)c(=O)c2cc1OC	-2.5	1.65µM*	-22.3%	-11.1	2.0%	?
37	O=C(/C(=C/c1ccncc1)n1ccnc1)c1ccc(Cl)cc1Cl	-4.0	?	2.1%	-5.4	3.1%	?
38	COc1cccc(NC(=O)CCCN2C(=O)C3CC=CCC3C2=O)c1 (configuration not stated)	9.0	43.0%[activator]	-1.9%	9.6	-0.9%	52.2%[activator]
39	Cc1ccc(C)c(OCCCNCc2ccccc2)c1	-4.6	0.0%	-6.8%	.	?	7.9%
40	Cc1cc(C(F)(F)F)nc(SCC(=O)c2cccc([N+](=O)[O-])c2)n1	-1.7	?	?	-9.4	0.6%	?
41	O=C(COc1ccc([N+](=O)[O-])cc1)Nc1ccccc1N1CCCC1	1.0	27.5%	4.5%	-12.2	-4.7%	0.0%
42	COc1ccc(OC)c(S(=O)(=O)NCc2cc(-c3ccccc3)no2)c1	-1.0	?	-11.8%	-4.0	-22.9%	-18.2%
43	NC(=O)NC(Cc1ccccc1)C(=O)O (configuration not stated)	-1.7	9.7%	23.9%	1.2	-1.9%	1.7%
44	CCn1c(SCC(=O)N=Nc2c(O)[nH]c3ccccc23)nnc1-c1ccc(C(C)(C)C)cc1	-4.1	43.6%[activator]	9.3%	-3.5	-0.2%	-4.2%
45	CCC(=O)Nc1ccc(S(=O)(=O)Nc2cccc(C)c2)cc1OC	-6.2	?	?	-18.0	-14.3%	-6.3%
46	O=C(Nc1ccc(NC(=O)c2ccc(Cl)c(S(=O)(=O)N3CCOCC3)c2)cc1)c1ccccc1	-2.5	-1.2%	?	-8.0	3.5%	5.0%
47	CCOC(=O)/C=C1\SCC(=O)N1Cc1nnc(-c2ccccc2Br)o1	9.8	-10.7%	-4.6%&-7.7%	11.2	5.3%	?
48	CN1C(=O)/C(=C/c2cc3c(cc2Br)OCO3)NC1=S	-7.1	?	19.1%	-5.2	-4.5%	18.8%

Sorted by length of the SMILES (high to low): some entries from above
No.	mol	Cycloheximide cs	Pf growth 96h	HCV inhibitor	Shiga toxin inh	Giardia FBPA inh	Pf growth 48h
44	CCn1c(SCC(=O)N=Nc2c(O)[nH]c3ccccc23)nnc1-c1ccc(C(C)(C)C)cc1	-4.1	43.6%[activator]	9.3%	-3.5	-0.2%	-4.2%
40	Cc1cc(C(F)(F)F)nc(SCC(=O)c2cccc([N+](=O)[O-])c2)n1	-1.7	?	?	-9.4	0.6%	?
42	COc1ccc(OC)c(S(=O)(=O)NCc2cc(-c3ccccc3)no2)c1	-1.0	?	-11.8%	-4.0	-22.9%	-18.2%
37	O=C(/C(=C/c1ccncc1)n1ccnc1)c1ccc(Cl)cc1Cl	-4.0	?	2.1%	-5.4	3.1%	?
48	CN1C(=O)/C(=C/c2cc3c(cc2Br)OCO3)NC1=S	-7.1	?	19.1%	-5.2	-4.5%	18.8%
39	Cc1ccc(C)c(OCCCNCc2ccccc2)c1	-4.6	0.0%	-6.8%	.	?	7.9%

(next part)
No.	mol	Cycloheximide cs	Pf growth 96h	HCV inhibitor	Shiga toxin inh	Giardia FBPA inh	Pf growth 48h
49	O=C(Oc1oc(-c2ccco2)nc1C=Nc1ccccc1)c1ccoc1	17.1*	.	-16.1%	20.6	-8.9%	42.3%[activator]
50	CN1CCN(NC(=S)Nc2ccc(OC(F)F)cc2)CC1	8.1	0.8%	23.5%	0.7	?	37.7%
51	Cn1nnc2cc(NC(=O)Nc3cccc(Cl)c3)ccc21	37.5*	2.2%	0.3%	51.9*	-7.3%	.
52	Cc1ccc(C(=O)Nc2ccn(Cc3ccc(F)cc3)n2)o1	25.0*	44.8%[activator]	3.0%	56.0*	-5.7%	105.4%[activator]
53	COc1cccc(/C=N/NC(=O)c2ccccc2)c1OS(=O)(=O)c1ccccc1	-1.5	?	-20.1%	0.5	-0.1%	?
54	Cc1ccc(NC(=O)C2CCN(C(=O)c3ccco3)CC2)cc1	-3.1	-8.9%	19.2%	-6.4	4.6%	5.3%
55	COc1ccc(Cn2c(SCc3ccc(C)cc3)nc3cc(OC)c(OC)cc3c2=N)cc1Cl	-1.6	2.33µM*	?	-3.4	-4.0%	1.65µM*
56	O=S(=O)(Nc1ccc2oc(-c3ccccc3)nc2c1)c1ccccc1	30.6*	.	-6.4%	51.3	-28.8%	31.1%[activator]
57	COC(=O)c1c(NC(=O)CN2CCOCC2)sc2c1CCC(C)C2 (configuration not stated)	2.0	47.7%[activator]	?	47.1	3.1%	51.1%[activator]

High-throughput results: PubChem, National Center for Advancing Translational Sciences (NCATS)

Compounds were not picked by outcome; overall some 24% were active at least once.
